Screens (PubChem BioAssay)
NR3A LBD binder = NR3A (human) ligand-binding domain modulation. NR3A LBD differential scanning fluorimetry, Tm shift; 0% = protein alone, 100% = glycine-bound protein. Tm shift relative to glycine control, % at 25 µM. 340,000 compounds, 2.5% hits;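 active = melting temperature shift of at least 10% of the positive control shift, at one fixed dose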
SENP8 inh = blocks human SENP8 cleavage of Nedd8 substrate; Q96LD8; recombinant SENP8, Nedd8 substrate fluorescence; inhibition, % at 20 µM; 360,000 compounds, 0.64% hits; AID 602440; in the data active = inhibition mostly above about 40%, no sharp cut-off; inactive = mostly below about 27%
Target sequence (Q96LD8 whole entry, looked up): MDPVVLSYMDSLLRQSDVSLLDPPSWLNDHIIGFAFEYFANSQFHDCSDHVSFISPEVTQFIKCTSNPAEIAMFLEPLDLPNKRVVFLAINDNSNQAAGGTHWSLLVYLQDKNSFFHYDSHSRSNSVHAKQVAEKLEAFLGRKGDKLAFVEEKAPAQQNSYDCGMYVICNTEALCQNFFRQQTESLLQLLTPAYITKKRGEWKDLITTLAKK
MPTP inh = blocks calcium-induced mitochondrial swelling; inhibition, % at 10 µM; isolated mouse mitochondria, Ca2+ swelling absorbance, 30 min; 360,000 compounds, 1.4% hits; AID 602449;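 active = inhibition of 50% or more, scaled per plate between neutral and stimulator controls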;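 also: 0% = DMSO wells given calcium and 100% = 1 mM EGTA wells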
SENP6 block = blocks the human protease SENP6; Q9GZR1; Recombinant SENP6 catalytic domain, aminoluciferin luminescence; inhibition, % at 10 µM; 330,000 compounds, 1.8% hits;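 active = inhibition above about 50% at the single tested dose, limit read from the data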;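 also: plate controls were DMSO wells with enzyme for no effect and DMSO wells lacking enzyme for full effect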
Target sequence (Q9GZR1 628-1112 limits assumed): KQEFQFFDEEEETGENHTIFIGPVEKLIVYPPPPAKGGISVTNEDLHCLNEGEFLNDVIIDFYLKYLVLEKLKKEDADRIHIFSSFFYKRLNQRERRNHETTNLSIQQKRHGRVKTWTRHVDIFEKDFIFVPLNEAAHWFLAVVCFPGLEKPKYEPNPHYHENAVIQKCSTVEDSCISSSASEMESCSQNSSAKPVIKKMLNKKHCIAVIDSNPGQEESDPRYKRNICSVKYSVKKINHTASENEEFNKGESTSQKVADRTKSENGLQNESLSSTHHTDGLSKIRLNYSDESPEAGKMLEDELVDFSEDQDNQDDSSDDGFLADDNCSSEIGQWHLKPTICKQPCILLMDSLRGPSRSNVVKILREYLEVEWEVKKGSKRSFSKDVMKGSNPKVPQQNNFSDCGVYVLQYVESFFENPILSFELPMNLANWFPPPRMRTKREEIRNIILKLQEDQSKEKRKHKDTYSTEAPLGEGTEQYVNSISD
ATG4B inhibitor = ATG4B (human) cysteine protease inhibition. Q9Y4P1. ATG4B cleavage of LC3-PLA2, NBD-HPC fluorescence, 1 h. inhibition, % at 8.33 µM. 340,000 compounds, 0.51% hits; in the data active = inhibition above about 40%
Target sequence (Q9Y4P1 whole entry, looked up): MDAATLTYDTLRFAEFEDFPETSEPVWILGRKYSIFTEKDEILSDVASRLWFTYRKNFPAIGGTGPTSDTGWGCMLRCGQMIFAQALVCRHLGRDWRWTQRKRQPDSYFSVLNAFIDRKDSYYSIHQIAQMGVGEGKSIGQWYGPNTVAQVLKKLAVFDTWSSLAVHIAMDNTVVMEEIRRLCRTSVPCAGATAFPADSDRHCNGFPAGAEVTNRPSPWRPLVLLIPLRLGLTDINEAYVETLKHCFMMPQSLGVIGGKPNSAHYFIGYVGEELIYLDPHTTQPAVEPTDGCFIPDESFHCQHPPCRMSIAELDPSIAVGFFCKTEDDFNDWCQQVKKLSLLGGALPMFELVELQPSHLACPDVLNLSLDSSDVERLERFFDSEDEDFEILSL
PfG6PD inh = PfG6PD (Plasmodium falciparum) enzyme inhibition; PfGluPho enzyme, NADPH resazurin-diaphorase fluorescence; inhibition, % at 20 µM; 350,000 compounds, 0.78% hits; AID 504690;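 active = inhibition reaching at least a set limit at 20 µM in the primary screen, cut at about 59% in these data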;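 also: 0% = DMSO wells with substrate and 100% = DMSO wells lacking glucose-6-phosphate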
HKDC1 inh = blocks human hexokinase HKDC1 activity; Q2TB90; recombinant HKDC1, G6PDH/diaphorase resazurin coupled fluorescence; inhibition, % at 20 µM; 340,000 compounds, 0.16% hits; AID 493160;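 active = inhibition above about 35% when tested at 20 µM, limit read from the data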;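 also: plate controls were DMSO wells with enzyme for no effect and DMSO wells lacking enzyme for full effect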
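Test system: Recombinant HKDC1 (HK5) hexokinase enzyme, produced in-house | Input: HKDC1 at 5 µg/mL | Buffer or medium: Tris pH 8.0 buffer with MgCl2, Tween-20, BSA, BME | Schedule: 90 min reaction incubation at room temperature, dark | Technique: Resazurin-to-resorufin fluorescence via G6PDH and diaphorase coupling, 525/613 nm | Controls: DMSO wells with and without enzyme mix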
SENP7 block = SENP7 protease inhibition; AID 434973; 330,000 compounds, 1.5% hits; inhibition, % at 5 µM; recombinant SENP7, Z-RLRGG-aminoluciferin luminescence, 40 min;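 active = inhibition above about 50% at the single test dose, limit read from the data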;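 also: plate controls were DMSO with enzyme for no effect and no enzyme buffer wells for full effect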
* hit, by the source's call; x = not tested or not shown.

SMILES	NR3A LBD binder	SENP8 inh	MPTP inh	SENP6 block	ATG4B inhibitor	PfG6PD inh	HKDC1 inh	SENP7 block
CCOC(=O)c1c(NC(=O)C2=COCCO2)sc2c1CCN(C(=O)OC)C2	1	-396	-1.2	3	-19	10	0	-5
O=C(CSc1nc2ccccc2n1S(=O)(=O)c1cccc([N+](=O)[O-])c1)NCCc1ccccc1	-4	21	-0.5	-17	0	-21	-1	-8
CC(=O)c1cc(F)c(N2CCN(C(=O)Cc3ccccc3)CC2)cc1C	-7	-2	1.9	-8	-9	-4	-4	10
COc1ccc(C2CC(c3cccc(C)c3)n3ncnc3N2)cc1 (configuration not stated)	1	-208	-0.5	1	-3	12	-5	10
O=C(NCCc1ccc(Cl)cc1)C1CC(=O)N(C2CCCC2)C1 (configuration not stated)	0	14	-1.3	4	2	13	-3	3
O=C(NCCC(=O)N1CCN(S(=O)(=O)c2ccc(Cl)cc2)CC1)Nc1ccccc1	1	11	-2.7	-14	-9	3	3	13
O=C(CSc1nc2ncccc2[nH]1)c1cccc([N+](=O)[O-])c1	0	0	0.6	-9	15	4	3	-10
O=C(CCc1cn2ccccc2n1)NC1CCCc2c1cnn2-c1ccccc1F (configuration not stated)	0	-34	-2.4	-4	25	13	-1	1
Cc1ccc(S(=O)(=O)N(C)C)cc1NC(=O)C(C)OC(=O)c1ccc2c(c1)OCCO2 (configuration not stated)	1	23	5.4	-20	3	-14	-7	-8
O=C(OCC(=O)N1CCC(Cc2ccccc2)CC1)c1ccccc1NCCO	1	-494	-0.7	-18	-9	-13	4	8
CCCCCC(=O)N/N=C/c1cccs1	1	17	0.0	9	-4	-14	11	5
O=C(C[n+]1ccc(C(=O)c2ccccc2)cc1)Nc1ccccc1OC(F)F	0	5	-0.7	3	1	1	4	2
N#Cc1cc2c(ccc3ccccc32)oc1=O	2	-394	0.1	-4	-6	-6	-7	10
CCCN(C(=O)c1c(CC)noc1C)c1c(N)n(Cc2ccccc2)c(=O)[nH]c1=O	2	-9	-0.7	-3	-1	15	-7	3
CCOc1ccccc1/C=N/Nc1nc(C)cc(=O)[nH]1	-2	-40	0.8	-11	-10	11	-5	3
CC(=O)c1ccc(NC(=O)CSc2ccc(-c3ccco3)nn2)cc1	0	-4	0.9	-3	-2	24	12	3
COc1ccccc1CNC(=O)COc1ccc(C)cc1	1	13	0.2	-6	7	0	-4	3
CC1=C(C(=O)OCc2ccccc2)C(c2ccc3ccccc3c2)NC(=O)N1CCCCCC(=O)O (configuration not stated)	0	x	x	-17	-2	-11	10	-10
CCOC(=O)N1CCN(c2nc(=S)n(-c3ccccc3)c(C)c2C(C)=O)CC1	-3	15	-1.9	-22	1	16	-4	-6
CCOC(=O)C(=CNc1ccccc1Cl)C(=O)OCC	7	9	-0.8	11	1	-15	-2	3
Cc1ccc(C(=O)N/C(=C\c2ccco2)C(=O)NCCN2CCOCC2)cc1C	0	5	2.2	-3	-3	-5	-4	1
Cc1cc(Br)ccc1NC(=O)C1CSC2(C)CCC(=O)N12 (configuration not stated)	0	9	-2.9	-3	-5	-2	-4	-5
Cc1cc(C)n(C(=O)/C(C#N)=C/N(C)C)n1	2	11	0.0	5	3	-22	-5	3
O=C1C(C2=NC(C(=O)O)C3C(=O)N(c4ccccc4)C(=O)C23)=C(O)c2ccccc21 (configuration not stated)	7	16	-1.4	-7	-1	2	-1	-9
Cc1ccccc1/C=C/C(=O)N1CCOCC1	-2	4	-2.6	15	-3	-6	-8	8

Results in SENP8 inh, for some of the entries so far:
canonical_smiles,SENP8 inh
CCOC(=O)N1CCN(c2nc(=S)n(-c3ccccc3)c(C)c2C(C)=O)CC1,15
CCOC(=O)C(=CNc1ccccc1Cl)C(=O)OCC,9
Cc1ccc(C(=O)N/C(=C\c2ccco2)C(=O)NCCN2CCOCC2)cc1C,5
Cc1cc(Br)ccc1NC(=O)C1CSC2(C)CCC(=O)N12 (configuration not stated),9
Cc1cc(C)n(C(=O)/C(C#N)=C/N(C)C)n1,11
O=C1C(C2=NC(C(=O)O)C3C(=O)N(c4ccccc4)C(=O)C23)=C(O)c2ccccc21 (configuration not stated),16

Continuation.
SMILES	NR3A LBD binder	SENP8 inh	MPTP inh	SENP6 block	ATG4B inhibitor	PfG6PD inh	HKDC1 inh	SENP7 block
COc1cc(OC)cc(-c2c(C#Cc3ccsc3)c3cc(-c4ccc5cc[nH]c5c4)ccc3n2C)c1	6	-483	-1.4	-14	0	-12	0	-7
CCOC(=O)N1CCC(NC(=O)c2cc(C(=O)Nc3ccc(S(=O)(=O)N4CCCCC4)cc3)ccc2CO)CC1	-1	9	-1.0	4	-6	-15	3	-1
CSc1ccccc1C(=O)OCC(=O)NCCN1C(=O)CSC1=O	-1	2	-0.5	-28	-6	13	-5	-7
Cc1cc(C)cc(NS(=O)(=O)c2ccc(Oc3ncc(C(F)(F)F)cc3Cl)cc2)c1	-12	23	51*	-10	7	2	-3	-3
COCCCNc1nc2ccccc2nc1NS(=O)(=O)c1ccc(F)cc1	0	-314	0.5	2	1	0	-3	6
Cc1nc2ccccn2c1C(=O)N/N=C/c1ccc(F)cc1	-1	4	0.3	-5	5	-1	-6	-1
Nc1ccc(C(=O)Nc2ccc3nc(-c4cccnc4)[nH]c3c2)cc1	13*	-371	4.8	-11	4	13	-5	-1
CCOC(=O)c1cn2nc(N3CCCCC3)ccc2n1	0	-305	-2.1	72*	0	10	-2	71*
Cc1ccc(C(=O)OCC(=O)c2c[nH]c3ccccc23)cc1NC(=O)c1ccco1	0	-23	-0.6	0	7	-2	-2	0
CN(C)S(=O)(=O)c1cc(NC(=O)COC(=O)CC2Sc3ccccc3NC2=O)ccc1Cl (configuration not stated)	-3	5	0.8	-4	-12	7	0	1
O=C1C=CC(=O)N1c1cccc2cccnc12	-1	-44	-0.9	x	0	13	10	x
Cn1c(=O)cc(OCC(=O)NCCCN2CCN(c3cccc(Cl)c3)CC2)c2ccccc21	-2	4	-2.3	-3	-10	2	-6	-7
CCOc1ccc(/C=N/NC(=O)c2cc3c(OC)cc(OC)cc3[nH]2)cc1OC	-3	-289	-0.7	-5	19	17	2	0
O=[N+]([O-])c1cccnc1Sc1ccc(F)cc1	3	4	0.2	-14	8	0	1	11
O=C(CSc1nc(=O)n2ccccc2n1)OCc1ccccc1	0	-83	-1.2	-15	-5	7	0	8
Cc1ccc(NC(=O)C2CCN(c3ncnc4c3nc3n4CCCCC3)CC2)nc1	-3	-17	2.6	11	-5	12	-1	0
Cc1ccc(SCc2nc3ccccc3n2CC(=O)Nc2ccccc2)cc1	0	13	10	9	-15	-7	4	0
COc1cc(OC)cc(C(=O)NNS(=O)(=O)c2ccc(F)cc2)c1	-1	16	0.0	-9	-2	-9	2	2
CC(C)Sc1nc(C(F)(F)F)cc(=O)n1-c1ccccc1	-2	-28	3.8	7	6	-9	5	2
Cc1c(C#N)c2ccccc2n1CC(=O)N1CCCC1	0	18	-0.4	-15	-7	-2	-1	6
O=c1cc(-c2ccncc2)oc2ccccc12	1	21	0.1	8	-9	-25	-5	-2
CCCN1C(=O)c2ccccc2NC1c1ccc(Br)cc1 (configuration not stated)	3	-307	-0.1	-66	8	-1	9	-2
O=S(=O)(c1ccc(C(F)(F)F)cc1)N1CCCN(c2ccc(C(F)(F)F)cn2)CC1	-5	20	8.0	-4	-5	25	2	-4
COc1ccc(OCC(=O)OCC(=O)Nc2cc(S(=O)(=O)N3CCOCC3)ccc2Cl)cc1	0	8	-0.1	-2	-2	4	0	3
CC1CC(C)CN(C(=O)COC(=O)c2cccc([N+](=O)[O-])c2)C1 (configuration not stated)	0	15	0.8	1	-6	-9	6	11
Further results
SMILES	NR3A LBD binder	SENP8 inh	MPTP inh	SENP6 block	ATG4B inhibitor	PfG6PD inh	HKDC1 inh	SENP7 block
Cc1ccc(S(=O)(=O)NCCC(=O)N2CCC(C(N)=O)CC2)cc1C	1	3	-0.8	-1	6	-14	-6	11
CCCc1cc(=O)n2nc(N3CCC(C(=O)Nc4cccc(C(C)=O)c4)CC3)sc2n1	-1	8	1.3	-15	-5	1	1	-11
COc1cc2c(cc1OC)CN(CC(=O)Nc1ccc(C)c(S(=O)(=O)N3CCOCC3)c1)CC2	0	-50	-0.3	10	-11	7	0	1
O=C(COC(=O)c1ccc(S(=O)(=O)N2CCCCCC2)cc1)NCc1ccc(Cl)cc1	0	19	-0.5	0	0	7	0	-7
CCCCOc1ccc(-c2nnc(-c3ccncc3)o2)cc1	1	-270	7.9	12	-12	2	3	15
CN(C)c1ccc(C(=O)NNC(=O)C23CC4CC(CC(C4)C2)C3)cc1	-1	-9	0.1	9	-7	8	-5	10
O=C(NCC1CCCO1)C(=O)N/N=C/c1ccccc1C(=O)O (configuration not stated)	1	1	-2.6	11	-1	-2	-6	0
CS(=O)(=O)Nc1ccc(C(=O)Nc2ccccc2Cl)cc1	1	-39	-3.0	-12	-9	-4	-13	3
CCOC(=O)[C@H]1[C@H]2COc3cc(OC)ccc3[C@@H]2N2C(=O)CN(Cc3ccccc3)C(=O)[C@@]12C	-1	12	-0.2	-4	-11	0	-3	6
C=CCn1c(N2CCOCC2)nc2c1c(=O)[nH]c(=O)n2C	-1	18	0.1	7	-7	6	-2	-9
CCCCN(C)CCCNC(=O)c1cc(=O)[nH]c2ccc(S(=O)(=O)N3CCCCC3C)cc12 (configuration not stated)	-4	-20	1.6	4	-6	-6	-3	1
O=C(Nc1ccccc1)/C(=C/c1ccc(F)cc1)NC(=O)c1ccco1	2	8	0.0	-19	-2	6	-1	-5
Cc1nc2ccccc2cc1O	2	-495	-3.8	-22	12	-5	-3	-3
Cc1cn(S(=O)(=O)c2ccccc2[N+](=O)[O-])cn1	-3	13	-0.7	-27	3	-4	-13	-4
CCN(CCCNC(=O)CN(C)S(=O)(=O)c1cccc2nsnc12)c1ccccc1	4	11	1.8	-11	-14	4	0	-2
O=C(c1ccco1)N1CCCC(c2nc(-c3ccc(S(=O)(=O)NCc4ccccc4)cc3)no2)C1 (configuration not stated)	-3	15	20	-6	4	8	-9	-3
CCOC(=O)c1cnc(SCc2cccc3ccccc23)nc1N	-11	28	4.7	-15	11	3	0	0
O=C(O)CCC(=O)NNC(=O)c1ccc(-c2ccccc2)cc1	-5	15	1.5	7	-1	-12	-2	-1
CN1CCN(C(=O)C2=C[C@@H](c3coc4ccccc4c3=O)C[C@@H](OCc3ccc(CO)cc3)O2)CC1	-3	15	1.1	-3	-12	-3	-3	-1
Nc1c(C(=O)NCCN2CCOCC2)c2nc3ccccc3nc2n1CCc1ccccc1F	-8	-277	1.5	11	-18	38	3	11
Cc1cc(C)n(-c2ccc(C(=O)Nc3ccc(S(=O)(=O)N(C)C)cc3)cc2)n1	-2	3	1.0	-10	6	-5	-7	-1
CSCC[C@H](NC(=O)CCn1nnc2ccccc2c1=O)C(=O)O	-1	3	2.1	-7	4	9	3	5
Cc1ncn(C23CC4CC(CC(O)(C4)C2)C3)n1	1	24	0.0	-12	1	-11	-1	-7
Cc1cccn2cc(CCNS(=O)(=O)c3ccc([N+](=O)[O-])cc3)nc12	2	15	-2.6	-14	-9	0	-3	0
O=C(Nc1ccc(F)cc1)C1(S(=O)(=O)c2ccc(Cl)cc2)CC1	0	24	1.7	-22	-3	-8	5	6
Cc1nc2ccc(OC(=O)c3ccccc3)cc2s1	-3	22	1.2	42	3	-6	-2	15
N#Cc1cccc(NC(=O)CSc2n[nH]c(=O)[nH]c2=O)c1	1	22	1.5	4	-5	-5	-6	6
CC(C)Cc1nn2c(=O)cc(O)nc2s1	-2	5	-0.4	-1	-2	2	-10	8
CC1(c2nnc(-c3ccncc3)o2)CC(c2ccccc2)=NO1 (configuration not stated)	-5	-11	-0.2	-6	6	-2	0	-10

A few values from the entries so far:
Result of `Cc1ncn(C23CC4CC(CC(O)(C4)C2)C3)n1` in HKDC1 inh: -1
Result of `O=C(Nc1ccc(F)cc1)C1(S(=O)(=O)c2ccc(Cl)cc2)CC1` in MPTP inh: 1.7
